Screening data: PubChem BioAssay, several laboratories
CAL PDZ FP-1 – CAL PDZ peptide-binding inhibitors, primary screen, biochemical, fluorescence polarization, Cer-tagged CAL PDZ, HTS; Golgi-associated PDZ and coiled-coil motif-containing protein (Homo sapiens), Q9HD26; purified CAL PDZ, TMR-peptide fluorescence polarization, 1 h; 330,000 tested, 0.02% active; AID 504414, 2011; inhibition, % at 20 µM;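 active = highest replicate inhibition of at least 40%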;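 also: plate controls were DMSO neutral control wells for no effect and unlabeled competitor peptide control wells for full effect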
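System: purified tagged CAL PDZ domain construct (CerCALP). Schedule: 1 h incubation at room temperature before polarization reading. Medium: 25 mM sodium phosphate pH 7.4, 150 mM NaCl, TCEP, IgG, Thesit. Read-out: percent inhibition from loss of millipolarization. Measured by: FP readout, S and P plane fluorescence. Probe or stimulus: fluorescent TMR peptide probe.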
DAGLB inh – DAGLB lipase inhibitors, primary screen, biochemical, fluorescence, HTS; Diacylglycerol lipase-beta (Homo sapiens), Q8NCG7; HEK293T DAGLB membrane lysate, EnzChek fluorogenic substrate; inhibition, % at 5.17 µM; 340,000 tested, 0.059% active; in the data active = inhibition above about 34%;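 also: 0% = enzyme with vehicle and 100% = wells lacking enzyme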
cardiac RTF act – cardiac RTF calcium sensitivity activators, primary screen, biochemical, IANBD-TnC fluorescence, EC20 calcium. IANBD-labeled TnC RTF fluorescence at EC20 calcium; 0% EC20 calcium, 100% full calcium. AID 493008, 2010. activation, % at 7.2 µM. Troponin I, cardiac muscle (Homo sapiens) + Troponin T, cardiac muscle (Homo sapiens) + …. 340,000 tested, 0.24% active;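 active = activation above the mean over all tested compounds plus 3 SD, cut at about 30% in these data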;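 also: rise in fluorescence read as greater calcium sensitivity of cardiac thin filaments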
RTF Ca sens inh – cardiac RTF calcium sensitivity inhibitors, primary screen, biochemical, IANBD-TnC fluorescence, EC70 calcium. IANBD-labeled cardiac RTF, Ca2+ fluorescence. inhibition, % at 7.15 µM. 340,000 tested, 0.12% active. AID 493244, 2011;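 active = inhibition above the mean inhibition of all tested compounds plus 3 SD, cut at about 17% in these data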;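 also: assay run at fixed EC70 calcium of 1.6 mM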
Rtt109 HAT inh – inhibitors of C. albicans Rtt109/Vps75 HAT, primary screen, biochemical, ThioGlo CoA-SH fluorescence, plate reader; AID 540336, 2011; 330,000 tested, 0.16% active; inhibition, % at 34.9 µM; purified Rtt109/Vps75, 4 h; Histone acetyltransferase RTT109 (Candida albicans (strain SC5314 / ATCC MYA-2876)), …;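 active = inhibition of at least 50% in every replicate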
Target sequence (Q5AAJ8 whole entry, looked up): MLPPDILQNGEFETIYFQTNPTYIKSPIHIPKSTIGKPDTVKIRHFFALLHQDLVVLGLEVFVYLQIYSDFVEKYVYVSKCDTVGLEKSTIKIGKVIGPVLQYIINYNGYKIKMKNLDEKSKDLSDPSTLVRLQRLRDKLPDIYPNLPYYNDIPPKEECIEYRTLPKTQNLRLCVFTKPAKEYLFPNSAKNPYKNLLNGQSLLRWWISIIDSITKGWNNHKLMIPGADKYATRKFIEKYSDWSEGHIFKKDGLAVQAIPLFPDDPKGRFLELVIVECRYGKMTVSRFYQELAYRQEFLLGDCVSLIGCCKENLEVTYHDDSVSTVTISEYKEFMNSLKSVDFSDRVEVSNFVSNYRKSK
C-LANA FP – inhibitors of KSHV C-LANA binding to DNA, primary screen, biochemical, fluorescence polarization, FAM-LBS DNA, MBP-C-LANA, single point | Kaposi's sarcoma herpesvirus LANA C-terminal domain (residues 932-1162) DNA binding | inhibition, % at 9 µM | 340,000 tested, 0.078% active;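 active = highest replicate inhibition at or above 60% at 9 µM, even if other replicates fall short; inactive = all replicates below 60% inhibition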;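 also: 0% = neutral control wells and 100% = 4 µM acridine orange control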
CAL PDZ FP-2 – untagged CAL PDZ binding inhibitors, primary screen, biochemical, fluorescence polarization, HTS. Golgi-associated PDZ and coiled-coil motif-containing protein (Homo sapiens), Q9HD26. purified CAL PDZ, TMR-peptide fluorescence polarization, 1 h. inhibition, % at 24.9 µM. 300,000 tested, 0.92% active. AID 602252, 2012;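 active = mean inhibition of at least 30% with at least half of replicates also reaching 30%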;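 also: 0% = DMSO neutral control and 100% = excess unlabeled competitor peptide PRC23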
Keap1-Nrf2 PPI – Keap1-Nrf2 protein-protein interaction inhibitors, primary screen, biochemical, fluorescence polarization, single point; inhibition, % at 9.4 µM; 340,000 tested, 0.15% active; Keap1 Kelch-Nrf2 peptide fluorescence polarization, 1536-well; AID 504523, 2011; Kelch-like ECH-associated protein 1 (Homo sapiens), Q14145; in the data active = inhibition above about 12%;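 also: human Keap1 Kelch domain with fluorescein labeled Nrf2 9mer peptide probe; 0% = neutral control wells and 100% = peptide positive control; higher means more block of Keap1 binding to Nrf2 peptide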
PKA-R2B act – activators of PKA-R2B holoenzyme, primary screen, biochemical, fluorescence polarization, Cy5-IP20, human; cAMP-dependent protein kinase catalytic subunit beta (Homo sapiens) + cAMP-dependent …; PKA-R2B holoenzyme dissociation; R2B truncated from residue 108, S112A mutant; 0% DMSO only, 100% 113 µM cGMP; activation, % at 11.4 µM; 340,000 tested, 0.079% active;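 active = activation above a cutoff set at the mean over all compounds plus 3 SD, cut at about 18% in these data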;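 also: higher means more holoenzyme dissociation and a rise in polarization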
Target sequence (P31323 whole entry, looked up, other chains not shown, the tested form may be a part): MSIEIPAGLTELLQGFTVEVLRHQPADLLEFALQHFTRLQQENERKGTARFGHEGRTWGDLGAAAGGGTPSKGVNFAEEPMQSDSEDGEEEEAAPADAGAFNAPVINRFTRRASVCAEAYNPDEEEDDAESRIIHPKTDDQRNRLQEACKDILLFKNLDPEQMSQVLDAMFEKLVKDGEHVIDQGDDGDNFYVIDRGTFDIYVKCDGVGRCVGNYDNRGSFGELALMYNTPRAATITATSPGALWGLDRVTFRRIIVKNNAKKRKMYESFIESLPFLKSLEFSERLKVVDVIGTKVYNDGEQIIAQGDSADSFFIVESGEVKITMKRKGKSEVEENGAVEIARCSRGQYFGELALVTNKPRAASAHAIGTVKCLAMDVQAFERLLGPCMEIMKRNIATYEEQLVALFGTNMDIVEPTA
SR-BI DiI-HDL act – activators of SR-BI mediated DiI-HDL uptake, primary screen, ldlA[mSR-BI] CHO cells, DiI fluorescence; 3 h; 100 = double the neutral-control signal; 320,000 tested, 0.096% active; AID 504775, 2011; activation, % at 12.5 µM;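 active = mean replicate activation of at least 60% and every replicate at or above 60%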;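 also: 0% = median plate neutral-control signal and 100% = twice that signal; values of inactives mirror those of a sister screen read the other way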
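Material: SR-BI-overexpressing, LDLR-lacking CHO cells | Dosing: Single compound concentration, delivered by pin transfer | Probe or stimulus: Labelled HDL, 10 µg/mL | Signal: Bottom-read cell fluorescence after medium removal, ex 550/em 595 nm | Schedule: 3 h, 37 °C | Evaluation: HDL uptake via cellular fluorescence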
An asterisk follows results filed as active; / = no result given.

SMILES	CAL PDZ FP-1	DAGLB inh	cardiac RTF act	RTF Ca sens inh	Rtt109 HAT inh	C-LANA FP	CAL PDZ FP-2	Keap1-Nrf2 PPI	PKA-R2B act	SR-BI DiI-HDL act
O=C(NCc1ccco1)C(=O)NCC1OCCCN1S(=O)(=O)c1ccc(F)cc1 (stereo not drawn)	-0.5	-1	4	8	-5	2.4	-6	0	11	20
Cc1nn(Cc2c(F)c(F)c(F)c(F)c2F)c(C)c1NC(=O)c1c(-c2ccccc2)nn(-c2ccccc2)c1C	/	-2	-7	3	-2	2.3	12	-2	-8	-61
CSC1=NCCN1C(=O)COc1ccc2ccccc2c1	-2.9	0	8	-12	0	0.0	6	-4	-6	/
Cc1c(Cl)cccc1NC(=O)Cn1cccc1	-1.7	-2	2	5	2	1.0	-2	-2	-2	3
Cc1cc(OCC(=O)N2CCN(c3ccccc3)CC2)c2c(C)cc(=O)oc2c1	-0.6	-4	6	-3	-5	0.4	/	-1	-6	-8
Cc1ccccc1NC(=O)Cn1nc(C)c2ccccc2c1=O	-0.4	-1	3	0	1	-1.2	35*	-6	0	-3
Cc1cc(OCC(=O)NCc2ccncc2)c2c(C)cc(=O)oc2c1	-0.2	0	3	-3	-1	-1.3	1	-4	5	10
COc1ccc(Cl)cc1NC(=O)CN1CCN(S(=O)(=O)N2CCOCC2)CC1	-2.2	3	-2	9	5	0.0	-8	4	-4	-5
COC(=O)c1ccc(CSc2nc3cc(Cl)ccc3s2)o1	-0.6	-8	3	-6	0	-0.4	1	-4	1	13
CCCCCCCN1CCC(=O)N([C@H](CO)c2ccccc2)CC1	0.8	0	-5	-16	11	-2.2	2	-1	-14	10
CCc1ccc(N2C(=O)/C(=C/c3cccs3)N(CC(=O)OC)C2=S)cc1	-1.7	2	7	-10	-3	-1.1	-1	2	4	-29
Cc1cc(NC(=O)CCSc2nc(-c3ccco3)cc(C(F)(F)F)n2)no1	-1.7	-3	-10	0	-9	-0.3	-2	1	-3	-31
CC(NC(=O)C(c1ccccc1)c1ccccc1)C(=O)N1CCCCC1 (stereo not drawn)	0.5	1	0	-6	-3	-0.9	-3	-6	1	-29
Cc1onc(-c2ccccc2Cl)c1C(=O)N1CCN(c2ncccn2)CC1	-1.0	-4	-2	-8	16	-0.3	/	-3	5	-49
COCCCn1c(=O)c2ccccc2c2ccccc2c1=O	-4.5	-11	-4	-1	1	-0.6	-3	-4	0	-1
O=C(Nc1cc(C(F)(F)F)ccc1N1CCCC1)c1ccc2c(c1)OCO2	-3.2	-5	7	-7	4	0.0	-1	-3	0	-27
COCCOC(=O)c1[nH]c2c(c1C)C(=O)CC(c1cc(OC)c(OC)c(OC)c1)C2 (stereo not drawn)	-2.3	0	2	-3	/	-0.8	-6	-1	-5	-37
O=S(=O)(Nc1ccccc1N1CCOCC1)c1cccs1	-0.2	2	-3	-2	-6	0.5	3	-7	-1	10
CCC(C)c1ccc(S(=O)(=O)N2CCN(C(C)C(=O)NC3CCCC3)CC2)cc1 (stereo not drawn)	-1.5	2	-8	3	2	-1.3	5	-5	-9	-9
O=C(c1ccco1)c1cn(CC(=O)N2CCCCC2)c2ccccc12	-1.3	-1	-2	1	-6	0.3	-6	2	0	2
CCc1c(C)c(C#N)c2nc3ccccc3n2c1NCCN(C)C	-0.5	-4	10	4	3	0.8	-3	-7	-13	14
Cc1ccc2nc(NC(=O)CCCC(=O)O)sc2c1	-0.9	1	6	0	26	1.3	2	2	5	9
COc1cc(OC)cc(C(=O)OCC(=O)NCc2ccco2)c1	-3.8	-3	0	-4	/	1.5	-4	-5	-10	/
CC1CC(C)CN(C(=O)c2cccc(S(=O)(=O)N3c4ccccc4CC3C)c2)C1 (stereo not drawn)	-1.1	-10	-6	-6	25	-1.5	3	6	8	-41
O=C1CNC(=S)N1Cc1ccccc1	/	0	-1	5	-10	-5.0	4	-4	-11	-1
CC[C@]12c3[nH]c4ccccc4c3CCN1C(=O)C(CC(=O)NCc1ccco1)C[C@@H]2C(=O)N1CCN(C(=O)C2CC2)CC1 (stereo partly drawn)	0.1	-1	-5	2	-9	-0.8	-1	-3	-4	3
CCn1c(=N)n(CC(=O)c2cccc(OC)c2)c2ccccc21	-0.8	0	3	3	-1	-2.2	2	-2	2	-31
COc1cc(C2c3cc4c(cc3C(O)C3COCC23)OCO4)cc(OC)c1OC (stereo not drawn)	-1.7	0	15	-6	12	-0.5	-4	4	0	-2
O=C(CC1(CC2=NS(=O)(=O)c3ccccc3N2)CCCC1)NCCc1ccccc1	-1.6	0	-3	-8	0	-0.6	/	2	-5	-3
CC(C(=O)Nc1ccc(C(F)(F)F)cc1)N(C)CC(=O)N1CCN(Cc2ccccc2)CC1 (stereo not drawn)	-0.7	-2	-2	0	-3	-1.5	0	0	-2	-20
O=C(CNC(=O)c1ccc(Cl)cc1)Nc1ccccc1C(F)(F)F	-0.5	-2	-2	-2	-5	-0.7	14	-2	-1	/
CC(Sc1nnc(-c2cccs2)n1Cc1ccccc1)C(=O)NCc1ccc2c(c1)OCO2 (stereo not drawn)	-0.5	2	-2	-8	-8	-0.2	-3	1	0	/
COc1cc(OC)cc(C(=O)NCC(=O)OCC(=O)/C=C2/N(C)c3ccccc3C2(C)C)c1	-0.8	2	2	-4	-5	/	-3	/	-11	-35
COc1cc(C(=O)NCCOc2cc(C)cc(C)c2)c(Br)c(OC)c1OC	0.1	-7	0	-8	-10	-0.2	/	1	-3	-43
CCS(=O)(=O)c1nc(S(=O)(=O)c2ccc(C)cc2)c(N2CCN(CCO)CC2)s1	-0.5	2	0	-6	5	0.2	-1	0	2	20
CC12CCC(=O)N1C(C(=O)OCc1c(Cl)cccc1Cl)CS2 (stereo not drawn)	0.2	-2	-1	-22	-25	-0.6	0	0	4	-10
NC(=O)CCN1CCN(S(=O)(=O)/C=C/c2ccccc2)CC1	-2.4	0	-5	2	0	-0.2	0	-5	-1	6
Cc1cc(Oc2ccccc2)nc(OCC#N)n1	-1.0	-3	2	-22	-8	-0.3	-5	-2	-8	3
NC(=O)c1ccc(NC(=O)CS(=O)(=O)c2cn(CC(=O)N3CCCC3)c3ccccc23)cc1	-2.8	1	-5	-8	-17	0.3	-5	2	-10	3
C=CCn1c(SCC(=O)c2ccc(Br)cc2)nnc1C(C)NC(=O)Cc1ccc(OC)cc1 (stereo not drawn)	2.9	2	14	-1	1	-0.4	/	-2	-2	-20
O=C(CCNC(=O)C1CCN(S(=O)(=O)c2ccccc2)CC1)Nc1cccc(C(F)(F)F)c1	-1.5	0	-7	-4	16	-0.1	2	3	-7	-5
COC(=O)C1=C(C)N(CC(C)C)C(=O)C1	-2.8	1	1	-25	-4	0.8	1	3	-1	38
CN1CCN(c2ccc([N+](=O)[O-])cc2C(=O)N2CCOCC2)CC1	-1.1	-2	0	-1	6	-0.1	1	2	-8	4
Cc1cccc(/C=C2\CCC(=C3SCCCS3)C2=O)c1	-1.1	-8	-2	-12	0	-1.1	-5	3	-1	-37
CCc1nnc(NC(=O)c2ccc(S(=O)(=O)N3CCCC3)cc2)s1	-0.2	0	3	-13	-13	-0.5	/	-7	11	/
CCC(=O)NC(=S)Nc1cccc(NC(=O)c2ccco2)c1	-0.9	-2	-1	-10	4	-0.2	4	2	12	-16
CCSc1nc2ccccc2n1CC(N)=O	0.5	-2	-5	6	-1	-0.6	/	0	0	9
COC(=O)COc1cc2ccccc2cc1C(=O)Nc1ccccc1	-4.1	-2	1	7	5	0.1	-19	2	3	-50

2 of the compounds above, in markdown.
| smiles | CAL PDZ FP-1 | DAGLB inh | cardiac RTF act | RTF Ca sens inh | Rtt109 HAT inh | C-LANA FP | CAL PDZ FP-2 | Keap1-Nrf2 PPI | PKA-R2B act | SR-BI DiI-HDL act |
| --- | --- | --- | --- | --- | --- | --- | --- | --- | --- | --- |
| Cc1cccc(/C=C2\CCC(=C3SCCCS3)C2=O)c1 | -1.1 | -8 | -2 | -12 | 0 | -1.1 | -5 | 3 | -1 | -37 |
| NC(=O)c1ccc(NC(=O)CS(=O)(=O)c2cn(CC(=O)N3CCCC3)c3ccccc23)cc1 | -2.8 | 1 | -5 | -8 | -17 | 0.3 | -5 | 2 | -10 | 3 |

Other results follow:
SMILES	CAL PDZ FP-1	DAGLB inh	cardiac RTF act	RTF Ca sens inh	Rtt109 HAT inh	C-LANA FP	CAL PDZ FP-2	Keap1-Nrf2 PPI	PKA-R2B act	SR-BI DiI-HDL act
C#CCNc1nc(CC)nc2c1nnn2Cc1ccccc1F	-2.3	-3	-1	-6	0	0.9	2	-10	-9	-4
C=CCNC(=O)c1cnc(-c2ccccc2)nc1-c1ccccc1	0.7	-2	2	-11	-1	-4.8	4	-3	2	-5
Nc1cccc2cccc([N+](=O)[O-])c12	-1.0	3	0	-7	4	0.7	-2	-2	-5	3
CCOC(=O)c1ccc(NC(=O)C2(c3ccc(OC)cc3)CCOCC2)cc1	-0.1	1	0	-4	-2	-0.4	0	-4	-3	4
Cc1ccc2c(COC(=O)C3CC(=O)N(c4ccc5c(c4)OCCO5)C3)cc(=O)oc2c1 (stereo not drawn)	-0.7	-1	6	-6	-3	-0.1	8	-9	0	-12
CCC(C)NC(=O)CSc1nnc(-c2c[nH]c3ccccc23)o1 (stereo not drawn)	-0.3	-1	0	-19	-26	0.6	0	-2	1	-5
CCOC(=O)C1CCN(Cc2ccccc2C(F)(F)F)CC1	-0.6	-4	7	-7	3	-0.5	/	0	-5	-16
CCCn1c(SCC(=O)c2ccc3c(c2)OCCO3)nnc1-c1ccco1	-0.9	1	4	1	1	0.1	-2	-5	-9	21
Cc1ccc(S(C)(=O)=O)cc1C(=O)NC(C)C1CC2CCC1C2 (stereo not drawn)	-1.1	-1	1	-13	7	0.5	-1	-2	-6	/
O=S(=O)(c1ccc(Cl)cc1)N1CCN(C2CCN(Cc3ccccc3)CC2)CC1	-0.4	-1	2	-17	1	-0.3	-7	1	-14	-3
Cn1c(N)c(C(=O)COC(=O)c2ccc(C(F)(F)F)cc2)c(=O)n(C)c1=O	-0.6	-3	-1	1	-11	-0.3	/	-7	-6	2
